DUSP3 inh – VHR1 phosphatase inhibitors, primary screen, biochemical, colorimetric, HTS | recombinant VHR phosphatase, colorimetric substrate read-out | AID 1992, 2009 | Dual specificity protein phosphatase 3 (Homo sapiens), P51452 | actives 0.7% (n = 50,000) | inhibition, % at 20 µM; in the data active = inhibition above about 60%; note: some results filed as inactive read as strong as hits
Target sequence (P51452 whole entry, looked up): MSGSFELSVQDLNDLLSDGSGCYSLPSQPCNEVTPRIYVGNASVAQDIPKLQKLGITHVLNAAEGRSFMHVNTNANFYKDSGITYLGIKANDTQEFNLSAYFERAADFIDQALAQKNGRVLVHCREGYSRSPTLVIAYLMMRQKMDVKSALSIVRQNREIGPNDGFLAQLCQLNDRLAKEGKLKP
The depositor's hits bear a star.

SMILES | DUSP3 inh
O=C(CSc1nc2ccc([N+](=O)[O-])cc2s1)Nc1ccccc1[N+](=O)[O-] | -3.3
COc1ccc(OC)c(C2Nc3ccccc3NC3=C2C(=O)CC(c2ccc(Cl)cc2)C3)c1 (stereo not drawn) | 0.1
Cc1cc(/C=C2/SC(=O)NC2=O)c(-c2ccccc2)n1-c1ccccc1 | -11.3
COc1ccc2nc(-c3ccccc3)cc(C(=O)Nc3ccccc3C)c2c1 | -3.9
O=C1CC(NCc2ccc3c(c2)OCO3)C(=O)N1c1ccc(F)cc1 (stereo not drawn) | -12.0
C/C(=N\NC(=O)COc1ccc(Cl)cc1Cl)c1ccc([N+](=O)[O-])cc1 | -6.0
Cc1ccc(C(=O)NCCCn2ccnc2)o1 | -7.8
O=C1CSC(=S)N1c1ccc(F)c(Cl)c1 | -15.6
C=CCN1C(=O)/C(=C\c2ccccc2)C(C(=O)OC)=C1C | -2.6
CCOC(=O)c1c(NC(=O)c2ccc([N+](=O)[O-])cc2)sc(C(=O)N2CCCCCC2)c1C | 4.0
COC(=O)CN(c1cc(C)ccc1OC)S(C)(=O)=O | -17.2
Cc1cccc(OCC(=O)O/N=C(\N)Cc2cccc3ccccc23)c1 | -27.5
O=C1NC2(c3ccccc3)NC(=O)NC2(c2ccc(C34NC(=O)NC3(c3ccccc3)NC(=O)N4)cc2)N1 (stereo not drawn) | -5.8
COc1ccc(N2C(=O)C3C4C=CC(CC4)C3C2=O)cc1 (stereo not drawn) | -21.0
Cc1ccc(C(=O)O)cc1NC(=O)C1CC=CCC1C(=O)O (stereo not drawn) | 17.2
O=C1c2ccccc2C(=O)N1CCc1nc2ccccc2c(=O)n1-c1cccnc1 | 1.4
Cc1ccc(-c2csc(NC(=O)c3ccc(Cl)c(Cl)c3)n2)cc1 | 12.6
C[n+]1cccc(C(=O)NCCO)c1 | -4.0
O=C(Nc1ccc(NC(=O)c2ccccc2[N+](=O)[O-])cc1)c1ccco1 | -5.3
CCOc1cc(/C=N/n2nnnc2N)ccc1O | -13.6
Cc1onc(C(=O)N2CCC(C(N)=O)CC2)c1-c1ccccc1Cl | 4.2
COc1ccc(/C(N)=N/OC(=O)c2cccc(Br)c2)cc1 | -18.8
COc1ccc(OC)c(N=Cc2c(O)n(-c3ccccc3C)c(=O)[nH]c2=O)c1 | -9.3
CCc1cc(=O)oc2cc(OC/C=C/c3ccccc3)ccc12 | -6.8
COc1ccc(CNC(=O)c2cccc(OC)c2)cc1 | -22.0

Molecules shown so far with a carbonyl joined to an NH by a bond outside any ring (eleven):
SMILES | DUSP3 inh
O=C(CSc1nc2ccc([N+](=O)[O-])cc2s1)Nc1ccccc1[N+](=O)[O-] | -3.3
COc1ccc2nc(-c3ccccc3)cc(C(=O)Nc3ccccc3C)c2c1 | -3.9
C/C(=N\NC(=O)COc1ccc(Cl)cc1Cl)c1ccc([N+](=O)[O-])cc1 | -6.0
Cc1ccc(C(=O)NCCCn2ccnc2)o1 | -7.8
CCOC(=O)c1c(NC(=O)c2ccc([N+](=O)[O-])cc2)sc(C(=O)N2CCCCCC2)c1C | 4.0
Cc1ccc(C(=O)O)cc1NC(=O)C1CC=CCC1C(=O)O (stereo not drawn) | 17.2
Cc1ccc(-c2csc(NC(=O)c3ccc(Cl)c(Cl)c3)n2)cc1 | 12.6
C[n+]1cccc(C(=O)NCCO)c1 | -4.0
O=C(Nc1ccc(NC(=O)c2ccccc2[N+](=O)[O-])cc1)c1ccco1 | -5.3
Cc1onc(C(=O)N2CCC(C(N)=O)CC2)c1-c1ccccc1Cl | 4.2
COc1ccc(CNC(=O)c2cccc(OC)c2)cc1 | -22.0

Other results follow:
SMILES | DUSP3 inh
O=C(N/N=C/c1c[nH]c2ccc(Br)cc12)C(O)c1ccccc1 (stereo not drawn) | 3.9
Cc1ccc(C(=O)O)cc1N1C(=O)c2ccccc2C1=O | 3.6
O=C(c1cccc(F)c1)N1CCN(C2CCCCCC2)CC1 | 23.6
CCN(CC)CCN1C(=O)C(O)=C(C(=O)/C=C/c2ccccc2)C1c1ccc(Br)cc1 (stereo not drawn) | 6.2
C=CCn1c(O)c(/C=C2\C(C)=Nc3ccccc32)c(=O)[nH]c1=S | 14.3
O=C(c1ccc(F)cc1)N1CCN(Cc2ccccc2Cl)CC1 | -4.9
CC(=O)N1c2ccccc2NC2=C(C(=O)CC(c3ccccc3)C2)C1c1cccc([N+](=O)[O-])c1 (stereo not drawn) | -1.5
COc1ccccc1N1C(=O)c2cccc3c(N4CCCC4)ccc(c23)C1=O | 15.1
CCOC(=O)/C=C/C(=O)Nc1nc(-c2ccccc2)cs1 | 15.7
CC(=O)Oc1ccc(N2C(=O)C3ON(c4ccccc4)C(c4ccc(F)cc4)C3C2=O)cc1 (stereo not drawn) | -46.1
CC(C)(C)OC(=O)COc1ccc2cc(-c3nc4ccccc4s3)c(=O)oc2c1 | -18.9
Cc1cc(OCCN2CCCCC2)ccc1Cl | 9.1
CCc1ccc(-c2csc(N3N=C(c4cccs4)CC3c3ccc(F)cc3)n2)cc1 (stereo not drawn) | -8.1
O=C(O)C1CCCCC1C(=O)Nc1nc2ccccc2s1 (stereo not drawn) | -46.0
CCS/C(=N/Nc1cccc(Cl)c1C)C(C)=O | -13.4
CC1=NN(c2ccc(Cl)c(C(=O)O)c2)C(=O)/C1=C\c1ccco1 | -0.8
Cc1ccc(N2C(=O)CC(Sc3ncccn3)C2=O)cc1 (stereo not drawn) | 2.1
O=C1/C(=C/c2ccc(Cl)cc2)SC(=S)N1C1CCCCC1 | 2.6
COc1ccc(OC(C)C(=O)Nc2ccc([N+](=O)[O-])cc2OC)cc1 (stereo not drawn) | -3.7
CCOc1ccc(N/C=C(/C#N)c2nc(-c3ccc(F)cc3)cs2)cc1 | -33.0
CCN(CC)C(=O)c1ccccc1NC(=O)c1ccccc1 | -0.5
NC(N)=NS(=O)(=O)c1ccc(NC(=S)NC(=O)/C=C/c2ccc(Br)cc2)cc1 | -17.8
CCOC(=O)C(CCOc1ccc(Cl)c(C)c1)C(=O)OCC | 2.1
CCOc1ccc(C(=O)Nc2ccc(CC)cc2)cc1Br | -12.9
CN=C(Nc1ccc(Cl)c(Cl)c1)SC1CC(=O)N(c2cccc(OC)c2)C1=O (stereo not drawn) | -1.8
Additional results
SMILES | DUSP3 inh
COc1ccccc1N(CC(=O)Nc1ccc(Cl)cc1)S(=O)(=O)c1ccccc1 | -36.2
CN(C)c1ccc(/C=C2\N=C(c3ccc4c(c3)OCO4)OC2=O)cc1 | -7.3
Cn1c(=O)c(C(=O)NC2CCCC2)c(O)c2ccccc21 | -29.2
CC(C)(C)N(Cc1ccccc1)C(=O)CN1C(=O)/C(=C/c2ccccc2)SC1=S | -13.2
O=c1c2ccccc2nc(/C=C/c2c[nH]c3ccccc23)n1-c1cccc([N+](=O)[O-])c1 | 4.1
Cc1cc(Cl)ccc1OCCOCCN1CCC(C)CC1 | 2.1
O=C(/C=C/c1ccc([N+](=O)[O-])cc1)Nc1ccc2ccccc2c1 | -6.1
CCOC(=O)C1=C(C)N(c2ccccc2)C(=S)NC1c1ccc(OC)cc1 (stereo not drawn) | 58.8
Cc1cccc(/N=C/c2ccccc2O)n1 | -6.0
O=C(NC(=S)Nc1cccnc1)c1ccco1 | 8.8
CCCCN(CCCC)C(=O)c1ccccc1Cl | 11.4
Cc1ccccc1NC(=O)c1c(NC(=O)C(C)(C)C)sc2c1CCCC2 | -2.3
CCOc1ccc2nc(NC(=O)c3ccccc3-c3ccccc3C(=O)O)sc2c1 | 6.5
CCCCOC(=O)c1ccc(NC(=O)c2c(Cl)ccc(Cl)c2OC)cc1 | -6.7
O=C(N/N=C/c1ccc(O)c(I)c1)c1ccncc1 | -22.9
O=C(NCCN1CCOCC1)c1ccc(Cl)cc1[N+](=O)[O-] | -19.0
O=C(c1ccccc1)c1coc2c1C(=O)c1ccccc1C2=O | 20.8
CC1=C(C(=O)Nc2ccc(C)cc2)C(c2ccc3c4c(cccc24)CC3)NC(=S)N1 (stereo not drawn) | -0.7
O=C(C1CCCCC1)N1CCN(c2ccc([N+](=O)[O-])cc2)CC1 | -46.2
COc1ccc(-n2nc3cc(C)c(NC(=O)c4cc(I)ccc4Cl)cc3n2)cc1 | -12.7
COC(=O)CN(c1ccc(C)cc1C)S(=O)(=O)c1ccccc1 | -3.9
CCOC(=O)C1=C(C)N=c2s/c(=C\c3ccc4c(c3)OCO4)c(=O)n2C1c1ccc2c(c1)OCO2 (stereo not drawn) | -10.1
CCOc1cc(C=C2C(=O)NC(=S)NC2=O)ccc1OCCOc1ccc(C(C)(C)C)cc1 | 5.0
Cc1ccc(N2C(=O)NC(=O)/C(=C\c3ccc(N(C)C)c(Br)c3)C2=O)cc1 | -5.8
CCC(Sc1nc2ccccc2[nH]1)C(=O)Nc1cccc2ccccc12 (stereo not drawn) | 2.2
(list continues)
SMILES | DUSP3 inh
COc1ccc(Cc2noc(-c3ccc(OC)c(OC)c3)n2)cc1 | -13.9
Clc1ccc(/C=N\Nc2nc3ccccc3o2)c(Cl)c1 | -10.5
O=C1NC(=O)C(=Cc2ccccc2OCCOc2ccccc2)C(=O)N1 | 13.5
COc1ccc2c(c1C)CCC/C2=N\OC(=O)c1ccccc1F | 3.2
CC(C)C(=O)Nc1cccc2c1C(=O)N(c1ccccc1)C2=O | 7.9
CC(C)COc1cc(=O)[nH]c(SCC(C)C)n1 | -11.3
CC(C)=C(NC(=O)c1ccccc1)C(=O)Nc1cccc(Br)c1 | -4.4
COC(=O)C1=C(C)N=c2s/c(=C/c3ccc(-c4cccc([N+](=O)[O-])c4)o3)c(=O)n2C1c1ccc(OC(C)=O)cc1 (stereo not drawn) | -6.5
Cc1cc(Br)c(-c2ccc(/C=C3/SC(=S)NC3=O)o2)cc1C | 47.0
O=C(Nc1nccs1)C1COc2ccccc2O1 (stereo not drawn) | -8.6
Cc1ccc(-c2nc3c(C)cccn3c2NC(=O)c2ccccc2)cc1 | 5.1
O=C1c2ccccc2C(=O)N1c1ccc2nc(SCc3ccccc3)sc2c1 | -3.9
O=C(c1nn2c(c1Cl)NC(c1ccc(F)cc1)CC2C(F)(F)F)N1CCN(Cc2ccccc2)CC1 (stereo not drawn) | -2.9
CCOc1ccc(NC(=O)CSc2nc3ccccc3c(=O)n2-c2ccccc2)cc1 | -14.7
CC(C)CNC(=O)c1cccc(NC(=O)Cc2ccc(Cl)cc2)c1 | 1.1
CCCCCn1c(=O)c(C(=O)Nc2cccc(C)c2)c(O)c2ccccc21 | -15.5
CN1C(=O)CS/C1=N/S(=O)(=O)c1ccc([N+](=O)[O-])cc1 | 9.9
O=C1CC(N=CN2CCOCC2)=NN1c1ccccc1 | 53.6
C=CCNC(=O)COc1ccc(Br)c(C)c1 | -18.9
O=C1c2cccc3cccc(c23)C(=O)N1CCOCc1ccccc1 | 12.6
COc1cccc(N=c2ssc3c2-c2ccc(OC)cc2NC3(C)C)c1 | 22.0
O=C(NCc1ccco1)c1cnn2c1NC(c1ccccc1)CC2C(F)(F)F (stereo not drawn) | 0.1
N#C/C(=C/c1cccc2ccccc12)c1ccc([N+](=O)[O-])cc1 | -2.6
CCCCn1c(=S)[nH]c2ccccc21 | -6.3
CN(C)CCCNC(=O)c1cc(Cl)ccc1Cl | -32.3

An excerpt of these results, with tabs.
smiles	DUSP3 inh
O=C(Nc1nccs1)C1COc2ccccc2O1 (stereo not drawn)	-8.6
Cc1ccc(-c2nc3c(C)cccn3c2NC(=O)c2ccccc2)cc1	5.1

Next part
SMILES | DUSP3 inh
Cc1ccc(C(=O)Nc2ccc3c4c(cccc24)CC3)cc1[N+](=O)[O-] | 5.8
CCOC(=O)C1=C(C)NC(C)=C(C(=O)OCC)C1c1ccc(OCC(N)=O)cc1 | 4.4
Cc1ccc(N/C(N)=N/c2nc(C(F)(F)F)cc(=O)[nH]2)cc1 | -0.1
COc1ccc(CNCc2ccccc2Cl)cc1OC | -8.4
Cc1ccc(-c2ccc(C(=O)Nc3cccnc3)o2)cc1Cl | 2.8
O=C(NC1CCCCC1)N(Cc1ccccc1)Cc1ccco1 | 1.0
COc1ccc(CNC(=O)CN(c2c(C)n(C)n(-c3ccccc3)c2=O)S(=O)(=O)c2ccccc2)cc1 | 17.8
O=[N+]([O-])c1ccc(OCc2ccccc2Cl)cc1 | -6.3
O=C(c1cccc(Nc2nc(-c3ccccc3)c3cc(Cl)ccc3n2)c1)N1CCOCC1 | -8.7
CCN1C(=O)c2ccccc2S1(=O)=O | -3.0
O=C(COc1ccc(Cl)cc1)Nc1ccc(-c2nc3ccccc3o2)c(O)c1 | 4.5
Cc1ccc(-n2cc(/C=c3\sc4nc5cc(C)c(C)cc5n4c3=O)cn2)cc1C | 2.8
O=C(O)c1ccc(NC(=O)c2cc3cc(Br)ccc3oc2=O)cc1 | -4.8
CCOC(=O)C1=C(C)N=c2s/c(=C\c3ccccc3OC)c(=O)n2C1c1ccc(C)cc1 (stereo not drawn) | -8.7
COc1ccc(NC(=O)c2ccc(CSc3ccc(Br)cc3)cc2)cc1 | -11.7
O=C1S/C(=C\c2ccc(Br)o2)C(=O)N1c1ccc(Cl)cc1 | 0.6
O=c1c2c3c(sc2nc(SCc2ccccc2)n1Cc1ccccc1)CCC3 | 4.0
Cc1ccc(NC(=O)/C=C\C(=O)O)cc1C | -4.0
CCOC(=O)C1CCN(C(=O)c2ccc(I)cc2)CC1 | -42.3
O=C(NCCO)Nc1ccc(Cc2ccc(NC(=O)NCCO)cc2)cc1 | -8.7
CCOC(=O)C1=C(c2ccccc2)OC(N)=C(C#N)C1C1CCCCC1 (stereo not drawn) | -0.2
CCCCOc1ccc(NC(=O)c2cccc(Br)c2)cc1 | 4.3
CCOc1cc(/C=C2/SC(N)=NC2=O)ccc1OCc1ccc(F)cc1 | 18.9
COC(=O)c1ccc(OCC(O)Cn2c3ccccc3c3ccccc32)cc1 (stereo not drawn) | -1.9
CN1C2=CC=CC=CC2=[N+](C)C12C=CC(=[N+]([O-])[O-])C=C2[N+](=O)[O-] (stereo not drawn) | -23.4
New compounds follow.
SMILES | DUSP3 inh
Clc1cccc(C=Nc2ccc(N=Cc3cccc(Cl)c3Cl)cc2)c1Cl | -7.5
CC1(C)CC(=O)CC(=Nc2ccc(F)cc2)C1 | -7.9
CCC(C#CCN1CCCCC1)(CC)OCCC#N | 6.3
CCOc1ccc(C(NC(=O)c2ccccc2F)c2ccc(OC)c(OC)c2)cc1 (stereo not drawn) | -2.9
O=C(COc1ccc(Cl)cc1Br)NCC1CCCO1 (stereo not drawn) | -14.2
COc1ccc(/C=C/C(=O)n2nc(C)cc2C)cc1 | 21.8

Screening results as filed in PubChem.

Only part of the results is shown; count on the stated rates, not on these rows.
